AT treatment: candidate therapy for ataxia-telangiectasia; hit rate 0.19% among 320,000; […] A-T fibroblasts, KAP-1 phosphorylation AlphaLISA; neocarzinostatin DNA damage 30 min before lysis; Potency, µM (titrated, usually from 57.5 µM), for the others: top-dose activation, actives largely listed as activators; note: potency is the fitted concentration of half-maximal effect; % of control where 0% means no effect; nearly all actives have a fitted effect of over 45% in size
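hTERT-immortalized A-T patient fibroblasts ([…]), 500 cells/well in OPTI-MEM, 1% FBS, got compounds for 60 min, then NCS for 30 min at 37C. Lysates were then assayed for phospho-KAP-1 by AlphaLISA (anti-pKAP1 donor, anti-KAP1 acceptor beads), 6 hr at 25C.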
TSHR antag: antagonists of human thyroid stimulating hormone receptor; P16473; TSHR-expressing cells, TSH-stimulated cAMP HTRF, 2 h; stronger effect = lower value; activity change, negative = inhibition, % at 11.5 µM; hit rate 0.2% among 330,000; AID 504810;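 active = activity change below a set negative limit, meaning inhibition stronger than a set level, cut at about -70% in these data; inconclusive = activity change between two set negative limits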; note: % is set by controls: 0 for no effect and ±100 for the full control effect
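Inhibition of cAMP made by TSHR-expressing cells under TSH stimulation (4nM final, EC80; 2 h, 37 deg C) is quantified with a one-step lysis HTRF kit, anti-cAMP cryptate versus cAMP-d2.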
Mito fusion yeast: blocks mitochondrial division or promotes mitochondrial fusion | Potency, µM (doses to about 46.1 µM), without a hit: top-dose growth rescue (activation), most hits filed as activators | S. cerevisiae fusion-defective mutant growth rescue, CellTiterGlo 48 h | AID 485298 | hit rate 0.23% among 320,000;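 note: potency is the fitted concentration of half-maximal effect; % of control where 0% means no effect; nearly all actives have a fitted effect of over 45% in size; temperature-sensitive fusion mutants such as fzo1-1 at 37 °C on non-fermentable ethanol glycerol medium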
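Temperature-sensitive fusion-defective S. cerevisiae (e.g. fzo1-1, mgm1-5) were grown with compound in YPEG medium (3% ethanol, 3% glycerol) for 48 hours at 37C. Growth rescue was measured as viability by CellTiterGlo luminescence after 10 minutes at ambient.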
TCR act: activators of T cell receptors; primary human leukocytes, anti-CD3, IL-2 HTRF, 48 h; Potency, µM (series often up to 9.22 µM), without a hit: top-dose activation of IL-2 secretion, most hits filed as activators; 330,000 tested, under 10 active; AID 504894; note: % of control where 0% means no effect
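Primary human leukocytes were stimulated with a-CD3 beads plus compounds for 48 hr without co-stimulation; secreted IL-2 was quantified by HTRF using a-IL-2-K (europium cryptate) and a-IL-2-d2, excited at 320nm with acceptor emission read at 665nm.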
S-ASM inh: blocks human secretory acid sphingomyelinase; P17405; placental ASM, HMU-PC fluorogenic substrate, 60 min; Potency, µM (series often up to 57.5 µM), for inactives: at the highest dose activity change, negative = inhibition, actives largely listed as inhibitors; hit rate 0.006% among 340,000; AID 504937; note: potency is the fitted concentration of half-maximal effect
Target sequence (P17405 47-631 limits assumed): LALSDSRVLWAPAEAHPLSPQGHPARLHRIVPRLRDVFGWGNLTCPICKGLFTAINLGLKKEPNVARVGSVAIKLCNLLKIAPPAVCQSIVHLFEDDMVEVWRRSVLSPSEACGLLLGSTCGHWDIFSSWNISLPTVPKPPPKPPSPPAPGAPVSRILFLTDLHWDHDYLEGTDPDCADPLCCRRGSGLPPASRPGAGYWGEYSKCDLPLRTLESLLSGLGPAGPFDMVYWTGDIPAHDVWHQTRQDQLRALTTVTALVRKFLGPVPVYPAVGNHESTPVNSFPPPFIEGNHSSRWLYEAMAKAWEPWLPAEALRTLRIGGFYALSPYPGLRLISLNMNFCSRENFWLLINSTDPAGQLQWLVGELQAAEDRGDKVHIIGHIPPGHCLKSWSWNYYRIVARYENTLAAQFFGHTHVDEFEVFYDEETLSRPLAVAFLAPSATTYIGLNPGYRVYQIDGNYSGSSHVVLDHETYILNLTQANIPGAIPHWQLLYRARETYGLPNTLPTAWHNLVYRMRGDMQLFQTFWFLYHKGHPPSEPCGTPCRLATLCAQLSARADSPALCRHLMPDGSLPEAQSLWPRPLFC
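Human placenta-derived ASM enzyme was preincubated with compound for 10 minutes at room temperature, then given fluorogenic substrate HMU-PC0 (9 uM final) for 60 minutes at 37 °C; a pH 10 stop preceded fluorescence reading at Ex 386/Em 447 nm.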
Menin MLL FP TR: displaces Texas Red mutant MLL peptide from human menin; O00255; Menin + Texas Red MLL mutant peptide, fluorescence polarization; Potency, µM (highest dose often 61.6 µM), for the others: at the top dose FP activity change, negative = inhibition, actives largely listed as inhibitors; hit rate 0.23% among 270,000; AID 1768; active = well fitted inhibition curve with a large enough effect in the polarisation, with a control signal flat, not every such curve was filed as active; inconclusive = small, poorly fitted or top-dose-only effect, or effect the other way, or a change in a side signal; inactive = no such curve, though single readings can be large or run the other way; the % refers to the polarisation; note: potency is the fitted concentration of half-maximal effect; % of control where 0% means no effect; many of its hits are not listed in these tables
a7 integrin act: integrin-mediated muscular dystrophy alleviation activation | alpha7betagal myoblasts, beta-gal FDG fluorescence, 48 h | Potency, µM (top dose mostly 38.3 µM), for inactives: at the top dose activation, most hits filed as activators | hit rate 0.064% among 350,000 | AID 624291;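 note: potency is the fitted concentration of half-maximal effect; 100% = response of the positive control SU9516; nearly all actives have a fitted effect of over 60% in size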
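Alpha7betagal+/- myoblasts (passage 13) were plated 16-24 hr, then exposed to compounds (1:260 dilution of DMSO stock) for 48 hours at 37C. After MPER lysis, β-galactosidase reporter activity was read as FDG fluorescence (ex 480/em 540) after 30 minutes.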
PTAP TSG101 blk: blocks PTAP/TSG101 interaction to inhibit HIV-1 budding; 340,000 tested, under 10 active; Fluorescence polarization, FITC-PTAP peptide / Tsg101 binding; Potency, µM (top dose mostly 115 µM), for inactives: at the top dose activity change, negative = inhibition, most hits filed as inhibitors; active = well fitted inhibition curve with a large enough effect in the main read-out, with a control signal flat, not every such curve was filed as active; inconclusive = small, poorly fitted or top-dose-only effect, or effect the other way, or a change in a side signal; inactive = no such curve, though single readings can be large or run the other way; note: potency is the fitted concentration of half-maximal effect; % of control where 0% means no effect
Target sequence (Q99816 whole entry, looked up): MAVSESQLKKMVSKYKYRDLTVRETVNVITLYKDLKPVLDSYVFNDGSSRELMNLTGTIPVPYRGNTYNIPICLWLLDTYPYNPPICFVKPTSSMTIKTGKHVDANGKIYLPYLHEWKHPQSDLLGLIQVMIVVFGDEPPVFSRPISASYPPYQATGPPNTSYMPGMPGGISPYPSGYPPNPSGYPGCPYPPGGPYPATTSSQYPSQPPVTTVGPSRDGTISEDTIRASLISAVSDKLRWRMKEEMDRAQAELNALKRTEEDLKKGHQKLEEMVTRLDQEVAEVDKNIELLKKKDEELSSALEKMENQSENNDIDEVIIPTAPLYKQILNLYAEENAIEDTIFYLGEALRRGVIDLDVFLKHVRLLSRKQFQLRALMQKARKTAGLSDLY
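Fluorescence anisotropy tracks displacement of a FITC-tagged PTAP peptide (50 nM) from the Tsg101 binding domain (10 uM), following a 20 min room-temperature incubation at pH 7.5.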
MBNL1-CUG inh: blocks human MBNL1 binding to CUG repeat RNA; Potency, µM (titrated, usually from 57.5 µM), for the others: at the highest dose activity change, negative = inhibition, usual class: inhibitors; hit rate 0.036% among 280,000; TR-FRET MBNL1-His/biotin-(CUG)12 binding, 665/545 ratio; Q9NR56; AID 2675; active = well fitted inhibition curve with a large enough effect in the signal ratio, with a control signal flat, not every such curve was filed as active; inconclusive = small, poorly fitted or top-dose-only effect, or effect the other way, or a change in a side signal; inactive = no such curve, though single readings can be large or run the other way; the % refers to the signal ratio; note: potency is the fitted concentration of half-maximal effect; % is set by controls: 0 for no effect and ±100 for the full control effect
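Compounds (final 92 nM to 58 uM) are added to His-tagged MBNL1 and biotin-(CUG)12, then terbium anti-His antibody and streptavidin-XL665 (5 nM final). After 60 min at room temperature, the 665/545 nm ratio is read.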
CXXC DNA block: blocks binding of human MLL CXXC domain to DNA; MLL-CXXC / FITC-HOXA9 DNA fluorescence polarization; Potency, µM (series often up to 115 µM), for the others: top-dose activity change, negative = inhibition, hits mostly inhibitors; hit rate 0.037% among 290,000; active = well fitted inhibition curve with a large enough effect in the polarisation, with a control signal flat, not every such curve was filed as active; inconclusive = small, poorly fitted or top-dose-only effect, or effect the other way, or a change in a side signal; inactive = no such curve, though single readings can be large or run the other way; the % refers to the polarisation; note: potency is the fitted concentration of half-maximal effect
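Fluorescence polarization: 7 uM MLL-CXXC (stock) preincubated 5 min with compounds, then 50 nM fluorescein-HOX-A9 DNA (stock) added; 30 min ambient. Buffer 50 mM Tris-HCl pH 7.5, 50 mM NaCl, 1 mM DTT, 0.05% BSA.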
Numbers without * were called inactive; u = inconclusive; x = no result given; [ ] = another dose, or the depositor's remark. Unless noted, calls come from the whole dose curve; as a rule, active = well fitted curve in the direction sought with a large enough effect; inconclusive = small, poorly fitted or top-dose-only effect, or another doubt; inactive = no such curve, though single readings can be large; an effect the other way counts as inactive or inconclusive. These rows are one share of the data; the hit share may differ from the screen's.

SMILES	AT treatment	TSHR antag	Mito fusion yeast	TCR act	S-ASM inh	Menin MLL FP TR	a7 integrin act	PTAP TSG101 blk	MBNL1-CUG inh	CXXC DNA block
CCOC(=O)N1CCN(CC(=O)c2ccc(O)c(C)c2O)CC1	1%	-3	3%	-1%	3%	-1%	u	1%	-2%	12%
COc1ccc(-n2c(=O)/c(=C\c3cccs3)s/c2=C(/C#N)C(=O)NCCN2CCOCC2)cc1	-2%	-5	-11%	-2%	2%	-3%	11%	19%	15%	58%[activator]
Oc1cc2c(cc1O)[C@@H](c1ccccc1)CNCC2	-9%	3	1%	-1%	8%	1%	x	0%	9%	6%
CCOC(=O)c1c[nH]c2c(C)ccc(Cl)c2c1=O	-3%	0	4%	0%	3%	0%	-4%	-1%	-2%	19%
CCC(C)(C)NC(=O)C(c1ccccn1)N(C(=O)c1csnn1)c1ccc(C)c(C)c1 (stereo not drawn)	0%	-3	-3%	-52%	-4%	u	16%	-5%	-5%	-8%
O=C(Nc1ccc2c(c1)OCCO2)C1CCCN(S(=O)(=O)Cc2ccccc2)C1 (stereo not drawn)	x	x	4%	0%	-1%	3%	-5%	-5%	-7%	5%
COc1cc2c(cc1OC)C(c1ccccc1)N(S(C)(=O)=O)CC2 (stereo not drawn)	10%	-17	-4%	-2%	0%	0%	-45%	-5%	2%	-2%
C/C(CC1CC(COCC(C)C)OC1=O)=N\Nc1nc(-c2ccccc2)cs1 (stereo not drawn)	2%	-9	-11%	x	0%	u	6%	x	9%	-3%
COC(=O)c1ccc(N2CCN(C)CC2)c(NC(=O)c2ccc(-c3ccc(Cl)cc3)o2)c1	8%	2	1%	-8%	2%	x	-17%	-9%	8%	6%
CCn1c(C)cc(/C=C2\NC(=O)N(CC(=O)Nc3cccc(C)c3)C2=O)c1C	-1%	13	-3%	2%	18%	u	12%	-3%	11%	5%
O=C(Nc1ccc(F)cc1)NC1CCCc2ccccc21 (stereo not drawn)	1%	-2	-1%	-3%	7%	-25%	18%	2%	0%	9%
CCCCn1c(=O)[nH]c(=O)c2c1ncn2Cc1ccco1	-1%	-4	-2%	-2%	6%	-2%	-25%[7.66 µM]	-15%	1%	-1%
O=C(COc1coc(CN2CCc3ccccc3C2)cc1=O)Nc1ccc(F)cc1	2%	-8	-3%	1%	0%	x	6%	-2%	x	x
CCC(C)(C)NC(=O)/C=C/c1ccccc1[N+](=O)[O-]	15%	5	-1%	0%	5%	14%	14%	-5%	u	5%
Cc1ccccc1N1C(=O)C2ON(c3ccccc3)C(c3ccncc3)C2C1=O (stereo not drawn)	8%	-4	0%	0%	2%	4%	-12%	0%	1%	20%
Cc1cc(C)cc(N=C(NO)c2cccc([N+](=O)[O-])c2)c1	1%	24	9%	0%	-8%	-5%	17%	2%	3%	17%
Cc1onc(-c2ccccc2)c1C(=O)OCCOc1cccc(Cl)c1	5%	-21	-1%	1%	6%	x	-25%	-6%	1%	-2%
COC(=O)c1ccc(CSc2nnc(-c3ccccc3)n2C)o1	-6%	13	-1%	-1%	-2%	5%	u	-5%	-25%	-12%
Cc1ccc2cc(C(c3nnnn3C3CCCC3)N(Cc3ccco3)Cc3cccs3)c(=O)[nH]c2c1 (stereo not drawn)	-4%	-12	14%	-2%	0%	1%	13%	-3%	4%	16%
Cc1cc(C)cc(Oc2nc(-c3ccccc3)cc(C)c2S(C)(=O)=O)c1	4%	25	-1%	-5%	u	-6%	0%	-6%	-2%	23%
Cc1cc(C)c2cc(C(=O)Nc3ccc(C)c(F)c3)[nH]c2c1	3%	-1	-11%	6%	-6%	11%	u	0%	12%	-1%
FC(F)(F)c1cc(-c2ccco2)nc(NCc2cccnc2)n1	-3%	1	-4%	7%	9%	13%	-28%	-3%	6%	7%
COc1ccc(NS(=O)(=O)c2cn(C)cn2)c(OC)c1	-5%	-1	8%	-4%	-1%	12%	8%	-6%	0%	18%
Cc1ccc2nc(SCCC(=O)O)cc(C)c2c1	-3%	-6	2%	2%	8%	11%	13%	-5%	u	-3%
Cc1ccc(S(=O)(=O)N2CCN(CC(=O)N/N=C/c3ccc(C)o3)CC2)cc1	-5%	-10	0%	-1%[46.1 µM]	3%	1%	15%	-4%	8%	-6%
(further entries)
SMILES	AT treatment	TSHR antag	Mito fusion yeast	TCR act	S-ASM inh	Menin MLL FP TR	a7 integrin act	PTAP TSG101 blk	MBNL1-CUG inh	CXXC DNA block
CCn1c(CNc2ccccc2Cl)nnc1SCC(=O)OC1CCCCC1	4%	-9	-16%	2%	-1%	-6%	-21%	-5%	1%	3%
O=C1C(=O)N(CCN2CCOCC2)C(c2ccccn2)/C1=C(/O)c1ccccc1 (stereo not drawn)	-8%	15	0%	2%	-2%	-15%	-14%	-3%	u	6%
Cc1nn(C(C)C)c(C)c1CN1CCN(Cc2ccsc2)C(CCO)C1 (stereo not drawn)	1%	-6	-6%	2%	3%	7%	-4%	2%	-22%	-10%
COc1ccc(NC(=O)CN2CCN(S(=O)(=O)c3cccs3)CC2)cc1Cl	3%	12	0%	1%	-2%	x	-24%	1%	x	x
CCNC(=O)Cc1c(OC)ccc2cc(Br)ccc12	2%	2	-4%	-11%	0%	-12%	-23%	-5%	44%[activator]	-12%
O=C(CCN1C(=O)/C(=C/c2ccccc2Cl)SC1=S)NCCc1ccc(O)cc1	-8%	-2	0%	-8%	-11%	u	-12%	-4%	6%	6%
CCN1CCN(c2ccc(S(=O)(=O)N3CCCCC3)cc2NC(=O)c2cccc(C(F)(F)F)c2)CC1	-6%	x	-6%	3%	1%	x	-17%	0%	x	x
COC(=O)c1ccc(OC)c(CSc2nnc(COc3ccccc3)o2)c1	5%	-7	2%	-41%	-2%	3%	-24%	-7%	0%	-9%
Cc1ccc2nc(NCc3ccc(F)cc3)c3nncn3c2c1	-4%	-1	6%	1%	-2%	x	32%	-1%	7%	14%
c1ccc(-c2cc(-c3ccccc3)n3ncnc3n2)cc1	0%	-28	-7%	2%	-2%	1%	17%	-9%	15%	-2%
O=C(Oc1coc(CSc2nnc(NC(=O)c3cccs3)s2)cc1=O)c1ccccc1	-5%	-5	-1%	1%[46.1 µM]	-2%	u	-3%	-3%	21%	77%[activator]
Cc1ccc2nc(N3CCN(S(=O)(=O)c4ccc5c(c4)OCCO5)CC3)c(C#N)cc2c1	23%	-20	-15%	4%	104%[activator]	-18%	-44%	-3%	u	28%
COc1ccc(C(=O)Nc2cccc(-c3ccc(N4CCOCC4)nn3)c2)cc1OC	6%	-17	2%	-1%	-3%	x	-5%	1%	x	x
O=C(O)CCCC(=O)OCCCCc1cccs1	7%	-4	-1%	2%	2%	-3%	10%	-2%	5%	20%
O=C(COc1ccccc1)NCC1(N2CCCCC2)CCCCC1	3%	2	-3%	-2%	0%	-19%	-13%	-1%	-14%	4%
CCCCCCCCSc1nnc(/N=C/N(C)C)s1	2%	-9	-4%	2%	11%	x	2%	-3%	1%	-13%
CCn1nnnc1NC(=O)c1cccc(OC)c1	9%	-2	-7%	1%	7%	-11%	3%	-3%	-9%	-1%
Cc1cc(C)c2c(NC(=S)NC(=O)c3ccccc3)nn(C)c2n1	-4%	-8	15%	2%	-6%	1%	2%	-5%	3%	-1%
Cc1nccn1CCCNC(=O)c1nc(Cn2cc([N+](=O)[O-])cn2)no1	-3%	-7	-8%	-3%	4%	20%	u	1%	5%	-4%
Cc1ccc(Cn2c(C)nc3ccc([N+](=O)[O-])cc3c2=O)cc1	2%	-2	7%	-2%	-8%	24%	u	-2%	u	2%
CC(C)CC1NC(=O)N(CC(=O)Nc2cc([N+](=O)[O-])ccc2F)C1=O (stereo not drawn)	-4%	x	x	5%	2%	x	-23%	-1%	x	x
COc1cc(C(=O)NC(C)c2cnn(-c3ccccc3C)c2C)cc(OC)c1OC (stereo not drawn)	0%	-3	-4%	-4%	-3%	11%	-41%	-1%	-6%	1%
Cc1ccc(N=Cc2cc3c(cc2O)OC(N)=C(C#N)C3c2ccccc2)cc1 (stereo not drawn)	-1%	-18	7%	-5%[46.1 µM]	50%[activator]	17%	-16%	6%	1%	u
Cc1cc(NC(=O)c2ccccc2F)n(-c2nc3ccccc3[nH]2)n1	19%	-10	19%	-4%	-11%	u	-35%	-2%	1%	u
